Screening data as filed in PubChem BioAssay.
JMJD2E inh – inhibitors of human JMJD2E histone demethylase. B2RXH2. JMJD2E catalytic domain, FDH-coupled NADH fluorescence (FDH is formaldehyde dehydrogenase). Potency, µM (top dose mostly 57.1 µM), without a hit: at the highest dose activity change, negative = inhibition, actives largely listed as inhibitors. actives 1.6% (n = 230,000). AID 2147; active = well fitted inhibition curve with a large enough effect, not every such curve was filed as active; inconclusive = small, poorly fitted or top-dose-only effect, or another doubt; inactive = no such curve, though single readings can be large or run the other way;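 also: 0% = wells with enzyme and -100% = buffer wells without enzyme; nearly all actives have a fitted effect of over 50% in size; many of its hits are not listed in these tables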
SMN2 splice up – SMN2 splice variant enhancement | HEK293 SMN2-luciferase splicing reporter, luminescence, 30-36 h | Potency, µM (highest dose often 46.1 µM), inactives show at the highest dose activity change, positive = activation, usual class: activators | actives 2.8% (n = 210,000); also: % of control where 0% means no effect; nearly all actives have a fitted effect of over 55% in size
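HEK293 cells carry an SMN2 minigene-luciferase reporter in which exon 7 inclusion puts luciferase in frame. Cells were seeded at 2000 cells/well, attached for 10-12 hours, then exposed to compounds for 30-36 hours at 37C before ONE-Glo luminescence.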
RGS12 GoLoco inh – RGS12 GoLoco-Gai1 interaction inhibition | P63096 | Gai1:RGS12 GoLoco peptide FP, rhodamine, 10 min | Potency, µM (top dose mostly 61.6 µM), for the others: top-dose activity, negative = inhibition, hits mostly inhibitors | actives 0.44% (n = 230,000); active = well fitted inhibition curve with a large enough effect, not every such curve was filed as active; inactive = no such curve, though single readings can be large or run the other way; also: % is scaled to controls: 0 for no effect and ±100 for the full control effect; nearly all actives have a fitted effect of over 30% in size; many of its hits are not listed in these tables
Target sequence (P63096 whole entry, looked up): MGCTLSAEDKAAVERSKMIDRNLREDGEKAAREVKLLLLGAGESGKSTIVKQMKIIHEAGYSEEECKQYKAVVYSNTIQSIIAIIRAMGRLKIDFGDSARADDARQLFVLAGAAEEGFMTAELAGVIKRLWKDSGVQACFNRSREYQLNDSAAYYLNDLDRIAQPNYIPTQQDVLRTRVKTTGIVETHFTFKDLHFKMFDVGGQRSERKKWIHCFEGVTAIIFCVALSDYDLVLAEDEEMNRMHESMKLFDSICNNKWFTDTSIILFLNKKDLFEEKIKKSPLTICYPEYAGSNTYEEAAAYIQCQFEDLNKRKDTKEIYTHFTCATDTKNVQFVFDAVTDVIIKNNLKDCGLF
GAA inh – inhibitors of human lysosomal alpha-glucosidase; purified human GAA, 4-MU-alpha-glucoside fluorescence; Potency, µM (doses to about 76.9 µM), inactives show at the highest dose activity change, negative = inhibition, usual class: inhibitors; actives 0.005% (n = 200,000); AID 1466;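 also: plate controls were uninhibited enzyme wells for no effect and no-enzyme background for full effect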
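Read-out is 4-methylumbelliferone fluorescence (Ex 365/Em 440 nm) after NaOH/glycine stop at pH 10. Enzyme 4 nM, substrate 400 uM, pH 5.0 citrate buffer, 20 min room temperature; AC50 from Hill-equation concentration-response.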
GAA glycogen – GAA glycogen-cleavage inhibition or activation | recombinant GAA, glycogen substrate, Amplex Red glucose oxidase fluorescence | AID 2100 | actives 0.38% (n = 300,000) | Potency, µM (titrated, usually from 76.4 µM), inactives show top-dose activity change, negative = inhibition, most hits filed as inhibitors;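 also: 0% = full enzyme reaction and -100% = no-enzyme basal signal; the screen sought inhibitors and activators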
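qHTS, 1536-well; enzyme 4 nM final; cpd up to 77 uM; substrate bovine liver glycogen 30 ug; 50 mM citrate/phosphate pH 5.0, 0.01% Tween-20; 37 C, 40 min; Amplex Red detection 45 min RT; Hill fit → AC50.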
aGal spleen mod – alpha-galactosidase A (human) modulation | P06280 | human spleen homogenate, 4MU-alpha-Gal fluorescence, 40 min | Potency, µM (doses to about 80 µM), without a hit: at the top dose activity change, negative = inhibition, usual class: inhibitors | actives 0.008% (n = 240,000) | AID 2107;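 also: 0% = enzyme with vehicle and -100% = no enzyme basal signal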
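Human spleen homogenate (1 ug) as enzyme source, 4-methylumbelliferyl-alpha-D-galactopyranoside 1 mM final, citrate/phosphate pH 5.0 with 0.01% Tween-20. Compounds 40 min at 37C, NaOH/glycine stop; fluorescence Ex 365/Em 440, Hill-fit AC50.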
aGlu spleen mod – inhibitors or activators of human alpha-glucosidase in spleen homogenate. Potency, µM (doses to about 79.9 µM), for the others: at the top dose activity change, negative = inhibition, usual class: inhibitors. P10253. actives 0.006% (n = 240,000). human spleen homogenate, 4-MU-alpha-glucoside fluorescence;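 also: 0% = enzyme with vehicle and -100% = no enzyme basal signal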
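Compounds were titrated against alpha-glucosidase in spleen homogenate at pH 5.0, with 1 mM 4-methylumbelliferyl substrate for 40 min at 37 C. Reactions were quenched with pH 10 NaOH/glycine and fluorescence measured.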
ALDH1A1 block – blocks purified human ALDH1A1 activity; P00352; Purified ALDH1A1, NADH fluorescence, propionaldehyde substrate; Potency, µM (series often up to 75.3 µM), for inactives: at the highest dose activity, negative = inhibition, most hits filed as inhibitors; actives 7.3% (n = 220,000); AID 1030; active = well fitted inhibition curve with a large enough effect, not every such curve was filed as active; inconclusive = small, poorly fitted or top-dose-only effect, or another doubt; inactive = no such curve, though single readings can be large or run the other way;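 also: plate controls were no enzyme wells and a reference inhibitor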
Target sequence (P00352 whole entry, looked up): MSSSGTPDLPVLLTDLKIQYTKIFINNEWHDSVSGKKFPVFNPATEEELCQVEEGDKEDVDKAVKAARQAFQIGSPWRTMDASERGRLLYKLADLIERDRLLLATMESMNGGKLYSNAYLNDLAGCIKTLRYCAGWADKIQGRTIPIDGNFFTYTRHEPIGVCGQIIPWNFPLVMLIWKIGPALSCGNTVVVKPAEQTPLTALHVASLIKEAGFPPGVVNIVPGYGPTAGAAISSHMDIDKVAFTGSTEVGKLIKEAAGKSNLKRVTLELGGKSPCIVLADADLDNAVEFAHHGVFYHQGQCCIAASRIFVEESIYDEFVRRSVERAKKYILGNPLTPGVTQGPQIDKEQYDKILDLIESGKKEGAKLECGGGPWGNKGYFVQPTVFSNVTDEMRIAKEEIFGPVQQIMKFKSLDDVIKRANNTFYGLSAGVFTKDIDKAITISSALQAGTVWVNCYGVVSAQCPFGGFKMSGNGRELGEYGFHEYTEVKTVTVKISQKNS
* hit, by the source's call; ? = inconclusive; . = not tested or not shown; & = joins results of further samples; [ ] = dose if it differs, or a comment. Unless noted, calls follow the shape of the dose curve; as a rule, active = well fitted curve in the direction sought with a large enough effect; inconclusive = small, poorly fitted or top-dose-only effect, or another doubt; inactive = no such curve, though single readings can be large; an effect the other way counts as inactive or inconclusive. Potency is read from the fitted curve at half-maximal effect. This is a subset. The share of hits here may be higher or lower than overall.

SMILES	JMJD2E inh	SMN2 splice up	RGS12 GoLoco inh	GAA inh	GAA glycogen	aGal spleen mod	aGlu spleen mod	ALDH1A1 block
Cc1ccc(-c2csc3ncnc(Cl)c23)cc1	4%	-20%	-9%	-3%	4%	4%	3%	-13%
Cc1nc2oc3ccc(F)cc3c(=O)c2cc1C(=O)NC(C)(C)C	36%[activator]	?	18%	8%	-10%	0%	-8%	?
Cc1cc(NC(=O)c2cc([N+](=O)[O-])cc([N+](=O)[O-])c2)no1	-11%	.	6%	.	1%	-6%	-21%	.
CCOC(=O)C1=C(C)Nc2ncnn2C1c1ccc2c(c1)OCO2 (stereo not given)	11%	.	9%	-7%	1%	4%	-3%	-14%
C=CC1=C(C)C2=NC1=CC1=NC(=CC3=NC(=CC4=NC(=C2)C(C)=C4CCC(=O)O)C(CCC(=O)O)=C3C)C(C=C)=C1C.[Zn]	?	.	5.6µM*	.	.	4%	-11%	?
C/C(=N/NC(=O)c1ccc2nc[nH]c2c1)c1cccs1	8%	11µM*	3%	-3%	7%	-9%	-16%	-4%
CC1CCN(S(=O)(=O)c2cc(Cl)ccc2Br)CC1	-9%	9%	6%	-1%	8%	3%	0%	4%
O=C(CCN1C(=O)c2ccccc2C1=O)CN1CCOCC1	5%	.	0%	1%	5%	-1%	1%	-5%
COCCn1c(SCC(=O)N2CCCCC2)nc2ccccc2c1=O	3%	-20%	-4%	-1%	7%	-3%	2%	10µM*
CCCc1cc(C(=O)Nc2cc(OC)c(Cl)cc2OC)no1	-3%	-2%	-9%	-8%[15.4 µM]	-9%	-2%	4%	?
O=C(CSc1nc2ccsc2c(=O)n1Cc1ccccc1)NCc1ccco1	-6%	-8%	0%	-2%	5%	11%	0%	?
O=C(O)CCC(=O)Nc1ccccc1C(=O)Nc1ccccc1	4%	1%	-10%	-5%	-4%	1%	-9%	-1%
O=C(CC1Sc2ccccc2NC1=O)OC(C(=O)NCCc1ccccc1)c1cccnc1 (stereo not given)	5%	2%	-6%	1%	0%	-2%	-6%	-12%
CCCCn1nnc(NC(=O)CC23CC4CC(CC(C4)C2)C3)n1	-3%	-11%	8%	?	-2%	0%	-1%	-3%
COc1cc2c(=O)n(Cc3ccccc3)c(=O)n(CC(=O)NCC3CCCO3)c2cc1OC (stereo not given)	?	3%	-11%	-6%	-1%	4%	-1%	?
COc1ccc(C(C#N)N2CCC(c3ccccc3)=N2)cc1OC (stereo not given)	-11%	-9%	-3%	-11%	11%	-23%	-8%	2.2µM*
Clc1ccc(CSc2nnc([C@@H]3CCCN3)o2)cc1	6%	-9%	0%	3%	-5%	2%	-4%	0%
O=C1CC(N2CCOCC2)=NN1c1ccc([N+](=O)[O-])cc1	?	.	-7%	.	?	1%	-1%	.
CC(=O)Nc1ccc(S(=O)(=O)N2CCSC2c2ccco2)cc1 (stereo not given)	0%	.	1%	.	-6%	-8%	3%	?
N#Cc1c(F)cccc1N1CCOCC1	?	15%	5%	-8%	8%	2%	-7%	?
CC(C)(C)C(=O)Nc1ccc(-c2nc3ccccc3c(=O)o2)cc1	?	.	12%	?	-7%	5%	-3%	?
O=C(NN1C(=O)c2ccccc2NC1c1ccoc1)c1ccc([N+](=O)[O-])cc1 (stereo not given)	-8%	-15%	-4%	3%	1%	-9%	-2%	9%
S=C(NCc1ccccn1)Nc1ccccc1Cl	7%	?	6%	-30%	11%	-13%	-4%	-8%
Cc1cc(Nc2ccccc2)nn1C(=O)c1ccc([N+](=O)[O-])cc1	-9%	7%	-3%	-8%	-8%	-4%	-11%	3%
CCOc1ccccc1NC1=NCC(=O)N1Cc1ccc(F)cc1	-8%	-15%	-2%	4%	-4%	0%	-6%	-8%
COc1ccc2nc(NC(=O)CCN3C(=O)c4ccccc4C3=O)sc2c1	-4%	-17%	4%	6%	11%	9%	-3%	6%
CCC(=O)n1nc(NCc2ccccc2OC)nc1NCc1ccccc1OC	6%	?	6%	-6%	-9%	4%	-5%	-8%
CCOC(=O)c1c(NC(=S)NC(=O)c2ccc(Cn3cc(Cl)cn3)o2)sc2c1CCCCC2	2%	-20%	-2%	4%	3%	10%	-3%	-8%
O=C(Nc1nnc(CCN2CCOCC2)s1)C1CCCCC1	0%	21%	1%	-3%	1%	-3%	-6%	6%
CCc1cc(-c2n[nH]c(=S)n2-c2cccc(C)c2)cs1	?	0%	-1%	-11%	?	5%	-2%	?
CCOC(=O)c1c(C)[nH]c2ccc3c(c12)CN1CCc2cc(OC)ccc2[C@@H]1O3	-3%	.	7%	.	.	-9%	-7%	-2%
CCN1CCN(c2cc(C)c3cc(NC(=O)c4ccccc4F)ccc3n2)CC1	?	-5%&-4%	-26%	-11%	-16%[76.3 µM]	-2%	-10%	?
N#Cc1cccc(-c2ccc3ncnc(NCc4ccccc4)c3c2)c1	.	.	9%	.	.	-5%	-3%	?
O=C(Nc1ccc(C(F)(F)F)cc1)c1csc(-c2ccncc2)n1	16%	-28%	7%	3%	0%	8%	6%	-6%
CC(=O)c1c(C)[nH]c(C(=O)OCC(=O)c2c(N)n(C)c(=O)n(C)c2=O)c1C	5%	10%	28%	-1%	-12%	1%	5%	2%
CC1(c2ccccc2Cl)NC(=O)N(CC(=O)Nc2ccc3c(c2)OCO3)C1=O (stereo not given)	4%	27%	1%	0%	-4%	-9%	-4%	-1%
CCCCC(=O)NS(=O)(=O)c1ccc(N=NN2CCCCC2)cc1	8%	-14%[1.84 µM]	-2%	-1%	-1%	2%	10%	9%
COc1ccc(C2CC(c3ccccc3)=NN2c2ccc(S(N)(=O)=O)cc2)cc1 (stereo not given)	?	.	-3%	.	-13%	?	?	?
COc1ccc2c(c1)CCc1c(C(=O)NCC(C)C)noc1-2	-14%	4.5µM*	-86%	1%	4%	-10%	-1%	?
CNC(=S)NNC(=O)c1sc2cc(C(F)(F)F)cnc2c1-c1cccnc1	-23%	0%	-2%	-8%	?	-3%	.	?
O=C(NC(=S)N1CCN(C/C=C/c2ccccc2)CC1)c1ccc(F)cc1	-1%	.	0%	-13%	-11%	0%	-1%	-6%
O=C1CC(=O)C(n2cncn2)C(c2cccc(Cl)c2)C1 (stereo not given)	7%	0%	-4%	5%	-1%	2%	-6%	4%
CCN(CC)CCNC(=O)c1ccc(Cl)c(S(=O)(=O)Nc2ccc(Cl)cc2)c1	2%	-8%	4%	-6%	-8%	4%	3%	14%
CCN(CC)C(=O)C1CCN(S(=O)(=O)c2cccc3nonc23)CC1	1%	3%	-3%	-2%	-5%	2%	-3%	?
CCOc1cc(NC(=S)NCc2ccco2)c(OCC)cc1NC(=O)c1ccco1	5%	.	102%[activator]	7%	-6%	-3%	4%	?
Cc1ccc(SCc2ccc(C(=O)Nc3cccc([N+](=O)[O-])c3C)cc2)cc1	-2%	-29%	1%	9%	7%	-6%	-6%	-6%
CCOCCCn1c(SCc2nc3sc(C(=O)O)c(C)c3c(=O)[nH]2)nnc1-c1ccc(Cl)cc1	-1%	-2%	7%	8%	14%	3%	5%	?
O=S(=O)(Cc1ccc(Cl)cc1)c1ccccc1-c1nnc(-c2ccccc2)o1	?	-5%	-10%	4%	-2%	6%	1%	?
Cc1nn(C(C)C(=O)O)c(=O)c2c1sc1ccccc12 (stereo not given)	?	-29%	15%	-8%[15.4 µM]	2%	-10%	-3%	?
O=C1c2ccccc2CC[C@H]1CNCCc1ccc(O)cc1	16%	.	1%	.	.	1%	7%	?
COc1ccc(NC(=O)c2ccco2)cc1NC(=O)c1c(F)c(F)c(OC)c(F)c1F	?	?	-6%	1%	7%	-11%	-4%	5%
Cc1ccc(NC(=O)CN2C(=O)S/C(=C\c3cccn3C)C2=O)cc1	10%	-3%	19%	0%	9%	-15%	-1%	1%
COc1ccc(NS(=O)(=O)c2ccc(NS(=O)(=O)c3ccc(SC)cc3)cc2)c(OC)c1	-2%	13%	-8%	-11%	-25%	-3%	-5%	?
CCCCCCC(=O)N/N=C1\CCCc2ccccc21	-1%	-10%	18%	?	-10%	-18%	-3%	7%
O=C(c1ccccc1NS(=O)(=O)c1ccc(Br)s1)N1CCCC1	-3%	14%	2%	-4%	3%	-6%	-2%	-1%
CCN(CC)C(=O)CSc1nc2c(sc(=S)n2-c2ccccc2)c(=O)n1Cc1ccco1	-10%	-17%	2%	-11%	0%	-4%	-4%	10µM*
COc1ccc(N2CCN(C(=O)c3ccccc3Br)CC2)c([N+](=O)[O-])c1	-1%	-38%[inhibitor]	-8%	-2%	-3%	-6%	-4%	?
O=C(Nc1nnc(-c2ccccc2)o1)c1cc(Cl)sc1Cl	-5%	?	0%	-2%	6%	12%	-4%	11%
CCOc1ccccc1/C=C(\C#N)C(=O)Nc1cccc(C(=O)O)c1	-2%	.	2%	.	8%	7%	2%	.
CC(C)[C@@H]1[C@H]2CC[C@H](C2)[C@H]1N	-28%	.	-2%	.	.	8%	-2%	-4%

Grouped by structure, those above with a CF3 group (2)
SMILES	JMJD2E inh	SMN2 splice up	RGS12 GoLoco inh	GAA inh	GAA glycogen	aGal spleen mod	aGlu spleen mod	ALDH1A1 block
O=C(Nc1ccc(C(F)(F)F)cc1)c1csc(-c2ccncc2)n1	16%	-28%	7%	3%	0%	8%	6%	-6%
CNC(=S)NNC(=O)c1sc2cc(C(F)(F)F)cnc2c1-c1cccnc1	-23%	0%	-2%	-8%	?	-3%	.	?

Continued.
SMILES	JMJD2E inh	SMN2 splice up	RGS12 GoLoco inh	GAA inh	GAA glycogen	aGal spleen mod	aGlu spleen mod	ALDH1A1 block
Cc1ccc(C)c(S(=O)(=O)N2CCN(c3ncccn3)CC2)c1	2%	-38%[inhibitor]	-5%	15%	5%	0%	-1%	?
CCOc1ccc(C2C(C(=O)c3ccc(C)o3)=C(O)C(=O)N2CCCN(CC)CC)cc1 (stereo not given)	-12%	.	-10%	.	-1%	8%	5%	.
COc1ccc(CC(NC(C)=O)C(=O)NC2CCN(S(=O)(=O)c3ccccc3)CC2)cc1OC (stereo not given)	8%	-4%	3%	-3%	4%	-13%	-13%	-16%
O=C(N/N=C/C=C/c1ccco1)c1cccs1	?	?	61%[activator]	-8%	-1%	-6%	-5%	2µM*
